Myeloid diff 2 – promotes myeloid progenitor differentiation | ER-HoxA9 myeloid progenitors, lysozyme-GFP differentiation, flow cytometry | calls only at 10 µM | 360,000 compounds, 1% hits;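 active = normalized GFP-positive differentiation at or above the plate's own cutoff, the solvent-only control mean plus 3 SD; inconclusive = no clear call, values can overlap the other calls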;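 also: cells exposed to compound for four days before flow analysis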
NTR1 agonist – NTR1-driven beta-arrestin-GFP spot formation – imaging, U2OS cells, high content, primary screen (AID 493036) | agonist mode | activation, % at 20 µM | 330,000 compounds, 0.17% hits;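 active = activation at or above 40% of the spot to cytoplasm intensity ratio, with at least 20 cells analyzed; inconclusive = wells under 20 cells, flagged as cytotoxic or low count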;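 also: 0% = DMSO without peptide and 100% = 100 nM NTR1 peptide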
Target sequence (P30989 whole entry, looked up): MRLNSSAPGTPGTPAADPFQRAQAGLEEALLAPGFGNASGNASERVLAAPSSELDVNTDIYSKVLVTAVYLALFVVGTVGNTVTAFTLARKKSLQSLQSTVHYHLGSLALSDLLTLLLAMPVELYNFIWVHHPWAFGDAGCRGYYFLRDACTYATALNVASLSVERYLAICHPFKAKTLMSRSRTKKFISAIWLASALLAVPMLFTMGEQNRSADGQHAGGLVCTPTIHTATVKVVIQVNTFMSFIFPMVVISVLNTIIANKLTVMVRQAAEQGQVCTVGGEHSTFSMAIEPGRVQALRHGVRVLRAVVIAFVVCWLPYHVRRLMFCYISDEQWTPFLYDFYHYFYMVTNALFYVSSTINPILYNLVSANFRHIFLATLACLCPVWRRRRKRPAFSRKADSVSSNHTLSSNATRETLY
MgcRacGAP inhibition – MgcRacGAP GTPase-activating activity inhibitors, confirmation, biochemical, ADP Hunter fluorescence. 340,000 compounds, 0.6% hits. AID 624330. inhibition, % at 30 µM; hits with a dose series show IC50 in µM. MgcRacGAP-stimulated Rac1 GTP hydrolysis, ADP Hunter fluorescence; higher % means a stronger effect; GST-tagged Rac1 F28L mutant substrate;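 active = first-screen hits whose inhibition reached a set limit at any dose in the follow-up dose series; inconclusive = inhibition above the set first-screen limit but never retested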;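 also: fluorescence reports GDP produced by GAP-driven GTP hydrolysis; strong numbers were not always called active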
NTR1 agonist cell count 20 µM – also measured in NTR1 agonist; calls as there; cell count; measured here: cell count, cytotoxicity flag
Myeloid diff 2 GFP+ MAC1+ % – recorded beside Myeloid diff 2, whose call it bears; GFP+ MAC1+ double positive, %; measured here: differentiation confirmed by MAC1 staining
The depositor's hits bear a star; i = inactive; ? = inconclusive; / = no result given.

SMILES	Myeloid diff 2	Myeloid diff 2 GFP+ MAC1+ %	NTR1 agonist	NTR1 agonist cell count 20 µM	MgcRacGAP inhibition
N#Cc1ccccc1NC(=O)COC(=O)c1ccc2c(c1)OCO2	i	0.2	0.3	61	-0.7%
O=C(COC(=O)/C=C/c1cccc(Cl)c1)Nc1ccc(N2CCOCC2)cc1	i	1.1	2.4	46	-1.8%
Cc1c(Cl)cccc1NC(=O)CNC(=O)C1CC(=O)N(CCc2ccccc2)C1 (stereo not drawn)	i	0.5	1.4	63	3.7%
CCN(C[C@H]1N[C@@](C)(C(=O)OC)[C@H]2C(=O)N(C)C(=O)[C@@H]12)S(=O)(=O)c1ccc(-c2ccccc2)cc1	i	1.2	0.6	48	4.2%
C=CCN(c1ccc(F)cc1)S(=O)(=O)c1cc(C(=O)NC2CCC(O)CC2)ccc1Cl (stereo not drawn)	i	0.9	-1.0	102	-1.6%
O=C(Nc1ccc(-c2nnc(-c3ccccc3)o2)cc1)c1ccc(Br)o1	i	0.5	5.1	33	11.2%
CN(C)CCNC(=O)c1c(CSc2ccc(Cl)cc2)noc1C(=O)NCc1ccccc1	i	1.3	1.7	78	6.2%
COc1ccccc1C(=O)NCCC(=O)N1CCN(c2ccc(C(F)(F)F)cn2)CC1	i	0.6	-1.6	52	6.3%
Cc1cccc(NC(=O)CN(CC2CCCO2)C(=O)c2cc3ccccc3o2)c1C (stereo not drawn)	i	0.6	-1.1	71	3.7%
NC(=O)c1ccc(NC(=O)COC(=O)CC2Sc3ccccc3NC2=O)cc1 (stereo not drawn)	i	2.2	1.0	41	2.8%
CCOC(=O)[C@H]1[C@H]2COc3ccccc3[C@@H]2N2C(=O)[C@@H](CO)NC(=O)[C@@]12C	i	3.3	2.7	42	8.8%
O=C(Cn1cc(CNC(=O)C2CCCCC2)nn1)Nc1cc(C(F)(F)F)ccc1Cl	i	0.3	0.1	47	10.6%
Cc1noc(C)c1NC(=O)N(C)C[C@H]1Oc2ccc(NC(=O)Cn3cnnn3)cc2C(=O)N([C@H](C)CO)C[C@@H]1C	i	2.8	-0.3	57	-2.9%
COc1ccc(S(=O)(=O)N2CCOCC2)cc1NC(=O)CN1C(=O)NC2(CCCCC2C)C1=O (stereo not drawn)	i	0.7	-1.3	66	6.1%
CC(=O)c1ccc(O)c(CC=C(C)C)c1O	i	13.4	14.1	84	-2.1%
O=S(=O)(c1cccc(F)c1)N1CCN(Cc2cc3c(cc2Br)OCCO3)CC1	i	1.1	1.5	60	3.1%
CCN(CC(=O)Nc1ccc(OC)cc1)C(=O)C1CCN(C(=O)c2ccc(Cl)cc2)CC1	i	1.5	0.5	42	6.2%
CN(Cc1ccccc1F)C(=O)CN1C(=O)NC2(CCc3ccccc32)C1=O (stereo not drawn)	i	0.5	-0.3	65	4.8%
O=C(COc1ccc(Br)cc1F)NC1CC1	i	0.6	3.4	56	0.8%
O=C(CN1C(=O)c2ccccc2C1=O)NC1CCC(O)CC1 (stereo not drawn)	i	0.6	-0.2	55	3.5%
CN(C(=O)CSc1ncnc2sccc12)C1CCS(=O)(=O)C1 (stereo not drawn)	?	/	-3.5	50	1.4%
O=C(O)/C(=C\c1ccc2ccccc2c1)c1cccc2ccccc12	i	0.5	0.0	67	6.5%
Cc1ccccc1OCCOC(=O)c1cc(S(=O)(=O)N2CCCCC2)ccc1N1CCOCC1	i	0.5	5.3	49	-0.1%
Cc1ccc(OCCCCCCN2CCNCC2)cc1	i	0.0	0.0	62	4.4%
CCN(C(=O)COC(=O)c1ccco1)c1cccc2ccccc12	i	0.3	-1.4	57	4.5%
NC(=O)c1ccc(SCC(=O)OCC(=O)NC2CCCCCCC2)c([N+](=O)[O-])c1	i	1.1	-0.9	57	12.8%
O=C(Oc1cc(Cl)ccc1Cl)C1=CC=CN2CCS(=O)(=O)N=C12	i	0.4	-0.4	43	6.3%
CCc1c(C2(O)CCCCC2)[nH]c2ccc(C(=O)OC)cc12	i	1.2	-2.8	70	5.7%
CC1(C)CC(=O)C=C(c2cccc3c2Oc2ccccc2S3)C1	i	0.8	10.7	52	9.7%
O=C(COC(=O)c1cc(Cl)ccc1O)Nc1ccc2c(c1)OCCO2	i	0.9	1.6	85	5.9%
Cc1c(Cl)cnc(NC(=O)COC(=O)c2ccncc2)c1Cl	i	0.3	0.5	68	7.9%
CN(C)S(=O)(=O)c1cccc(NC(=O)COC(=O)c2cccnc2Cl)c1	i	1.4	-1.3	50	-1.3%
Cc1ccc(NS(=O)(=O)c2ccc(C(=O)NCc3ccc(S(N)(=O)=O)cc3)cc2)cc1	i	0.6	0.6	56	5.5%
Cc1ccc2nc(-c3cccc(SC4CCCCC4)c3)c(NCc3ccccc3)n2c1	?	2.5	39.3	58	6.5%
C=CCN(C(=O)C1CC(=O)N(C2CCCC2)C1)c1nc(-c2ccc(S(C)(=O)=O)cc2)cs1 (stereo not drawn)	i	0.9	7.0	70	3.9%
COc1cc(/C=C/C(=O)OCC(=O)c2ccc3c(c2)NC(=O)CO3)ccc1OC(F)F	i	0.3	-0.2	65	10.8%
O=S(=O)([O-])C(c1ccccc1)[n+]1ccccc1 (stereo not drawn)	i	1.7	10.0	95	4.3%
O=C(CCc1ccccc1Cl)N1CCN(S(=O)(=O)c2ccccc2)CC1	i	0.3	-1.4	59	5.7%
CCCCN(C(=O)c1c(CC)noc1C)c1c(N)n(CC(C)C)c(=O)[nH]c1=O	i	1.1	0.2	65	4.7%
CCCNC(=O)N1CCN(S(=O)(=O)c2ccc3c(c2)OCCO3)CC1	i	0.7	1.8	52	3.9%
CC(C)NC(=O)N(C)C[C@H]1Oc2ccc(NS(=O)(=O)c3cccs3)cc2C(=O)N([C@H](C)CO)C[C@@H]1C	i	0.9	0.4	65	-2.7%
Cc1ccc(C)c(-n2c(-c3ccco3)n[nH]c2=S)c1	i	0.3	-0.5	54	6.4%
COC(=O)c1cc(C(=O)OCC(=O)c2ccc[nH]2)cc([N+](=O)[O-])c1	i	0.7	4.1	55	9.2%
CC(OC(=O)c1c[nH]c2ccccc12)C(=O)N1CCCC1 (stereo not drawn)	i	1.7	1.2	53	4.0%
CCOC(=O)C1=C(COC(=O)c2cc(S(=O)(=O)N(C)C)ccc2C)NC(=O)NC1C (stereo not drawn)	i	1.5	-0.2	59	-2.0%
COc1ccccc1CN1[C@@H](CC(=O)O)c2ccccc2S1(=O)=O	i	2.0	0.9	98	4.4%
CCOc1ccc(Cn2nnc(-c3ccc(S(C)(=O)=O)cc3)n2)cc1OCC	i	0.5	1.6	50	6.5%
C[C@H]1[C@H](c2ccccc2)C[C@@H](C(=O)O)C1(C)C	i	0.9	3.8	51	-2.2%
O=C(CN1CCN(C(C(=O)Nc2ccc(Cl)cc2C(F)(F)F)c2ccccc2)CC1)NC1CC1 (stereo not drawn)	i	0.3	-1.3	54	-1.4%
O=C(CCC(=O)c1cccs1)OCC(=O)c1ccccc1F	i	0.4	-0.4	68	8.6%
O=C(CC1SC(N2CCCC2)=NC1=O)Nc1ccc(C(=O)NCCOc2ccccc2F)cc1 (stereo not drawn)	i	0.8	0.9	48	2.0%
Cc1cc(C)c(C)c(S(=O)(=O)NC(C(=O)NCCc2ccco2)C(C)C)c1C (stereo not drawn)	i	1.0	-1.7	61	1.9%
Cc1onc(-c2ccccc2Cl)c1C(=O)N(Cc1ccc(N(C)C)cc1)C(C)C	i	0.6	-0.1	45	-16.2%
COc1cc(-c2noc(C)c2C(=O)NCc2ccc3c(c2)OCO3)cc(OC)c1OC	i	1.4	-0.6	31	1.8%
COc1ccc(NC(=O)c2cc(-c3ccccc3)nc3c2cnn3C(C)C)c(OC)c1	i	0.9	4.9	96	8.5%
C[C@H](CO)N1C[C@H](C)[C@@H](CN(C)S(=O)(=O)c2ccc(F)cc2)Oc2ccc(NC(=O)Nc3ccc(C(F)(F)F)cc3)cc2C1=O	i	1.7	1.1	49	-0.8%
CC1CCC2(CC1)NC(=O)N(CC(=O)NCc1ccc(Cl)cc1)C2=O (stereo not drawn)	i	0.4	1.5	63	-5.5%
CC1Cc2ccccc2N1C(=O)COC(=O)c1ccc(N(C)C)cc1 (stereo not drawn)	i	0.3	3.6	68	2.6%
Cc1cc(O)c(CN2CCN(S(=O)(=O)c3cccs3)CC2)cc1C(C)C	i	0.4	5.5	42	5.9%
COc1ccc(S(=O)(=O)Nc2ccc3c(c2)C(=O)N([C@H](C)CO)C[C@H](C)[C@@H](CN(C)S(=O)(=O)c2cccs2)O3)cc1	i	1.3	-1.6	63	4.3%

Next section:
SMILES	Myeloid diff 2	Myeloid diff 2 GFP+ MAC1+ %	NTR1 agonist	NTR1 agonist cell count 20 µM	MgcRacGAP inhibition
CC(=O)c1sc(NC(=O)c2cc(S(=O)(=O)N3CCOCC3)ccc2F)nc1C	i	0.3	0.0	55	-2.3%
COc1ccc(Br)cc1/C=C(\C(=O)O)c1ccc(S(=O)(=O)N2CCCCC2)s1	i	0.8	-0.7	45	9.6%
COc1ccc(S(=O)(=O)N2CCOCC2)cc1NC(=O)CSc1nnc(C2CC2)n1C1CC1	i	1.2	0.8	66	6.6%
Cc1cccc(C)c1OCC(=O)NCC1COc2ccccc2O1 (stereo not drawn)	i	0.9	-2.3	82	-0.4%
C=CCn1c(SCC(=O)N(CC)C2CCS(=O)(=O)C2)nnc1-c1ccccc1 (stereo not drawn)	i	1.2	-0.6	68	4.5%
O=C1CCCC(=NNC(=O)c2cc3ccccc3cc2O)C1	i	0.8	-1.5	70	20.8%
O=C(COc1ccc(Cl)cc1Cl)NCC1(N2CCOCC2)CCCCC1	i	1.1	7.2	47	2.2%
CCCCCc1cc(=O)c2ccccc2o1	i	0.3	-2.8	40	2.0%
COc1ccc(NC(=O)c2ccc3c(c2)C(=O)N(Cc2ccncc2)C3=O)cc1S(N)(=O)=O	i	1.1	1.5	63	-4.0%
CC(=O)N1c2ccccc2C2CCCC[C@H]21 (stereo partly drawn)	i	1.3	-1.4	56	2.1%
Cc1noc(C)c1NC(=O)Nc1cccc2c1O[C@H](CN(C)S(=O)(=O)c1cccs1)[C@@H](C)CN([C@H](C)CO)C2=O	i	2.8	-0.6	65	2.7%
CN(Cc1ccccc1)C(=O)c1ccc(NC(=O)Cc2cccc(NC(=O)C3CCCN(C(=O)CCc4ccccc4)C3)c2)cc1 (stereo not drawn)	i	1.3	1.4	46	9.6%
O=C(CSc1ncnc2c1oc1ccccc12)NCC1CCCO1 (stereo not drawn)	i	6.3	0.5	35	3.1%
C=CC[C@H](CC(=O)NCCO)C(=O)N[C@@H](COC(=O)[C@@H](CC=C)CC(=O)OC(C)(C)C)Cc1c[nH]c2ccccc12	i	1.6	0.3	52	6.0%
COc1ccc(CN(C)C(=O)Cn2ccc(N)nc2=O)cc1OC	i	1.6	-2.5	44	13.7%

3 entries from above, field by field:
> C=CCn1c(SCC(=O)N(CC)C2CCS(=O)(=O)C2)nnc1-c1ccccc1 (stereo not drawn)
  Myeloid diff 2 = i	Myeloid diff 2 GFP+ MAC1+ % = 1.2	NTR1 agonist = -0.6	NTR1 agonist cell count 20 µM = 68	MgcRacGAP inhibition = 4.5%

> O=C1CCCC(=NNC(=O)c2cc3ccccc3cc2O)C1
  Myeloid diff 2 = i	Myeloid diff 2 GFP+ MAC1+ % = 0.8	NTR1 agonist = -1.5	NTR1 agonist cell count 20 µM = 70	MgcRacGAP inhibition = 20.8%

> O=C(COc1ccc(Cl)cc1Cl)NCC1(N2CCOCC2)CCCCC1
  Myeloid diff 2 = i	Myeloid diff 2 GFP+ MAC1+ % = 1.1	NTR1 agonist = 7.2	NTR1 agonist cell count 20 µM = 47	MgcRacGAP inhibition = 2.2%

The listing picks up with the two entries that preceded the break.
SMILES	Myeloid diff 2	Myeloid diff 2 GFP+ MAC1+ %	NTR1 agonist	NTR1 agonist cell count 20 µM	MgcRacGAP inhibition
C=CC[C@H](CC(=O)NCCO)C(=O)N[C@@H](COC(=O)[C@@H](CC=C)CC(=O)OC(C)(C)C)Cc1c[nH]c2ccccc12	i	1.6	0.3	52	6.0%
COc1ccc(CN(C)C(=O)Cn2ccc(N)nc2=O)cc1OC	i	1.6	-2.5	44	13.7%
CCOC(=O)/C=C1\SCC(=O)N1CC(=O)Nc1cc(S(=O)(=O)N(C)C)ccc1C	i	0.9	0.7	60	-0.7%
CC(OC(=O)Cn1cnc2c1c(=O)n(C)c(=O)n2C)C(=O)NC1(C#N)CCCCC1 (stereo not drawn)	i	0.4	-0.5	58	-1.0%
Cc1cc(C)n2nc(C)c(-c3ccccc3)c2n1	i	0.3	-0.3	42	8.4%
CCN(CC(=O)Nc1cc(Cl)ccc1C)C(=O)Cc1ccsc1	i	1.2	-2.8	40	5.9%
CCCC(C)CO (stereo not drawn)	i	1.2	-1.7	62	0.6%
COC(=O)c1ccccc1S(=O)(=O)NNC(=O)C12CC3CC(CC(C3)C1)C2	i	1.3	1.4	56	-1.2%
Cc1nn(-c2ccccc2)c(C)c1C(=O)OCC(=O)Nc1ccccc1C(F)(F)F	i	0.3	0.3	51	-4.7%
CCC(C)N(C(=O)CSc1nnc(-c2cccs2)n1C1CC1)C1CCS(=O)(=O)C1 (stereo not drawn)	i	1.1	1.8	55	10.6%

Screening results deposited in PubChem by several laboratories.

This is a subset (hit frequency here may not be typical).
